# Rab9 promoter act – Rab9 promoter activation | Potency, µM (titrated, usually from 9.22 µM), inactives show top-dose activation, negative = inhibition, actives largely listed as activators | Huh7 Rab9 promoter-luciferase reporter, luminescence, 24 h | 320,000 compounds, 2.8% hits; also: potency is read from the fitted curve at half-maximal effect; % of control where 0% means no effect; nearly all actives have a fitted effect of over 60% in size
#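 Promoter activation is measured as luciferase luminescence in Huh7 cells stably transfected with a Rab9 promoter–luciferase construct, following 24 h compound exposure at 37 °C and 10 min reagent incubation at ambient temperature.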
# TRPV1 ag – agonists of human vanilloid receptor 1 (TRPV1); 320,000 compounds, 0.19% hits; TRPV1-expressing cells, Fluo-8 calcium influx, agonist mode; AID 540275; activation, % at 8.33 µM; Q8NER1; in the data active = activation above about 80%; inconclusive = between about 30% and that limit; also: 0% is about no effect
#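 TRPV1-expressing cells were cultured overnight at 35.5C and loaded with Fluo-8 calcium dye for 40 to 90 min at room temperature. After a 10 s baseline, compound was added and calcium influx was read kinetically for 3 min (ex 480/em 520 nm).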
# ELG1 genotoxic – inducers of genotoxicity in HEK293T ELG1-luciferase cells. Potency, µM (series often up to 46 µM), inactives show at the highest dose activity change, positive = activation, most hits filed as activators. AID 504466. 330,000 compounds, 1.3% hits. HEK293T ELG1-luciferase reporter, luminescence, 16 h; also: potency is read from the fitted curve at half-maximal effect; % of control where 0% means no effect; nearly all actives have a fitted effect of over 60% in size
#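 Luminescence read-out: rising ELG1-luciferase signal, reflecting elevated ELG1 protein under genetic stress, flags genotoxic compounds. Cells were treated for 16 hr at 37 °C before ONE-Glo detection.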
# NPC1 promoter act – NPC1 promoter activation; Potency, µM (highest dose often 9.22 µM), inactives show at the highest dose activation, hits mostly activators; 320,000 compounds, 2.4% hits; Huh7 NPC1 promoter luciferase reporter, 24 h;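 also: potency is read from the fitted curve at half-maximal effect; % of control where 0% means no effect; nearly all actives have a fitted effect of over 60% in size; reporter is driven by a mutant NPC1 promoter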
#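 Cells: Huh7 expressing luciferase under the NPC1 promoter, 1500/well. Seeded 2 h, compound added, incubated 24 h at 37 °C. Luciferase reagent, 10 min ambient, then luminescence.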
# Tb PFK inh – blocks T. brucei phosphofructokinase; T. brucei PFK, ADP-Glo luminescence; AID 485367; 330,000 compounds, 0.17% hits; Potency, µM (doses to about 57.5 µM), without a hit: top-dose activity, negative = inhibition, actives largely listed as inhibitors; O15648;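 also: potency is read from the fitted curve at half-maximal effect; 0% = uninhibited 1x PFK enzyme wells and -100% = no-enzyme wells; nearly all actives have a fitted effect of over 60% in size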
# Target sequence (O15648 whole entry, looked up): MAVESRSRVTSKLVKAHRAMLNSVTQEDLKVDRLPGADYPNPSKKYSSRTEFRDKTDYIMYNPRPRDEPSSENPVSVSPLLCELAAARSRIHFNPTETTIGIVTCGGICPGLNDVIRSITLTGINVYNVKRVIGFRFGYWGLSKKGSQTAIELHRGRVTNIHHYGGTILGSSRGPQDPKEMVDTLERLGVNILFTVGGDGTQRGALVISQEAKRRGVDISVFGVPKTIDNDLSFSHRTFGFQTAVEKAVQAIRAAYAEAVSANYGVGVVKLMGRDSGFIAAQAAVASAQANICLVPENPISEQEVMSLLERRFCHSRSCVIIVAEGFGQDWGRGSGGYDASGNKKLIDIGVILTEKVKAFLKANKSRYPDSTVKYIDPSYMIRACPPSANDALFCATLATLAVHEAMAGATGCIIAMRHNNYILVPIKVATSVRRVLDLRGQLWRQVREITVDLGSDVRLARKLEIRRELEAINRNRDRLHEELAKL
#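 ADP-Glo luminescence quantified ADP after 45 min at room temperature, with 1.25 nM T. brucei PFK, 0.1 mM ATP and 0.5 mM fructose-6-phosphate in pH 8.0 TEA buffer. qHTS titrations up to 57 µM; curves classified by quality.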
# BRCA1 expr act – activators of BRCA1 expression; Potency, µM (highest dose often 46.1 µM), for inactives: top-dose activation, usual class: activators; AID 624202; MCF7-BRCA1-FFLuc reporter, luminescence, 48 h; response scale: scaled: vehicle 0%, 10 µM genistein 100%; 380,000 compounds, 1.1% hits; also: potency is read from the fitted curve at half-maximal effect; nearly all actives have a fitted effect of over 80% in size; some results filed as inactive show a strong effect at the top dose
#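 MCF7-BRCA1-FFLuc cells, 2000/well in phenol-red-free MEM, attached 2 h then treated 48 h at 37 C. Luciferase luminescence read 15 min after reagent; normalized to genistein maximum activation (10microM) and DMSO, concentration-response fitted.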
# p53 reactivation – mutant p53 re-activation in reporter cells. H1299 p53-A138V BP100-luciferase reporter, luminescence, 24 h. Potency, µM (doses to about 92.2 µM), for the others: top-dose activity change, positive = activation, hits mostly activators. 320,000 compounds, 0.063% hits; also: potency is read from the fitted curve at half-maximal effect; % of control where 0% means no effect; nearly all actives have a fitted effect of over 45% in size
#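 p53-null H1299 cells stably carrying temperature-sensitive p53-A138V and a BP100-luciferase reporter were pinned with compounds (4-point, 1:5 series) and held 24 hrs at 37 deg C. Luminescence was read 10 min after detection reagent.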
# RORg inh – blocks mouse ROR gamma transcriptional activity; Potency, µM (highest dose often 53.6 µM), inactives show top-dose activity change, negative = inhibition, most hits filed as inhibitors; Drosophila S2 Gal4-RORgamma UAS-luciferase reporter, 20 h; P51450; 310,000 compounds, 5.4% hits; also: potency is read from the fitted curve at half-maximal effect; % is scaled to controls: 0 for no effect and ±100 for the full control effect; nearly all actives have a fitted effect of over 60% in size
#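 Stably transfected Drosophila Schneider cells are the test system, with ROR gamma fused to Gal4 and luciferase under UAS control; luminescence is read after 20 hr of 700 uM copper sulfate induction at ambient temperature.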
# FLuc counter – firefly luciferase modulation, counter-screen for miR-21 project; AID 588342; Potency, µM (series often up to 57.5 µM), without a hit: at the top dose activity change, negative = inhibition, hits mostly inhibitors; P08659; 360,000 compounds, 6.9% hits; purified FLuc, Km substrates, luminescence inhibition;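 also: potency is read from the fitted curve at half-maximal effect; plate controls were vehicle for no effect and reference inhibitor for full effect; nearly all actives have a fitted effect of over 55% in size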
# Target sequence (P08659 whole entry, looked up): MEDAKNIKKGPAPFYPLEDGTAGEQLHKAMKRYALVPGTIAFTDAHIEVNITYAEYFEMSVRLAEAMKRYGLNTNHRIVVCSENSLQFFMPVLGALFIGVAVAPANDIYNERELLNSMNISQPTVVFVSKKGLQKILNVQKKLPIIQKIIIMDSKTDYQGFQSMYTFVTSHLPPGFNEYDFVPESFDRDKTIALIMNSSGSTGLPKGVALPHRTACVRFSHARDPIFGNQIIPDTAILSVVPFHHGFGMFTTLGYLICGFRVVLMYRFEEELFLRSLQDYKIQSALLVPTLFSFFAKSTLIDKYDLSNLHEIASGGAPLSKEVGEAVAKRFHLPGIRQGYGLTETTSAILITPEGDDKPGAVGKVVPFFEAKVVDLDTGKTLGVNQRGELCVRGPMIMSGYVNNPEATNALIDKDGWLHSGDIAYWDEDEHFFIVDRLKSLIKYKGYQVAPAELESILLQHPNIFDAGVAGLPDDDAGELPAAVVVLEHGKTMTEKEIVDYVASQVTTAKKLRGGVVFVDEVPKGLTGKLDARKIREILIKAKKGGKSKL
#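 Biochemical qHTS of compounds, final roughly 60 µM downward over six points, against 10 nM purified firefly luciferase using Km concentrations of substrates (10 uM D-luciferin, 10 uM ATP) in Tris acetate pH 7.5 buffer; luminescence output.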
# Gal4-VP16 FLuc – counter-screen for ROR gamma inhibitors: Gal4-VP16 reporter; Potency, µM (titrated, usually from 53.6 µM), inactives show at the highest dose activity, negative = inhibition, usual class: inhibitors; 310,000 compounds, 3.5% hits; Drosophila S2 Gal4-VP16 UAS-luciferase, luminescence, 20 h; AID 2546;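 also: Gal4-VP16 expression switched on by copper sulfate through the metallothionein promoter; potency is read from the fitted curve at half-maximal effect; % is scaled to controls: 0 for no effect and ±100 for the full control effect; nearly all actives have a fitted effect of over 50% in size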
# ELG1 DNA repair – ELG1-dependent DNA repair inhibition; HEK293T ELG1-luciferase reporter, luminescence, 16 h; DNA damage induced by 5-fluorouridine; Potency, µM (highest dose often 46.1 µM), for inactives: at the highest dose activity change, negative = inhibition, usual class: inhibitors; 330,000 compounds, 2.3% hits; AID 504467; also: potency is read from the fitted curve at half-maximal effect; % is scaled to controls: 0 for no effect and ±100 for the full control effect; nearly all actives have a fitted effect of over 55% in size
#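 HEK293T cells expressing luciferase-tagged ELG1 (2,000/well) received 5-Fluorouridine plus compound or DMSO for 16 hr at 37 °C. Luciferase was read by ONE-Glo luminescence after 30 min at room temperature.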
# An asterisk follows results filed as active; ? = inconclusive; . = not tested or not shown; [ ] = another dose, or the depositor's remark. Unless noted, calls follow the shape of the dose curve; as a rule, active = well fitted curve in the direction sought with a large enough effect; inconclusive = small, poorly fitted or top-dose-only effect, or another doubt; inactive = no such curve, though single readings can be large; an effect the other way counts as inactive or inconclusive. Hits appear at their usual frequency, and some 15% of all compounds hit somewhere here.
SMILES,Rab9 promoter act,TRPV1 ag,ELG1 genotoxic,NPC1 promoter act,Tb PFK inh,BRCA1 expr act,p53 reactivation,RORg inh,FLuc counter,Gal4-VP16 FLuc,ELG1 DNA repair
CC(C)CNC(=O)C(=O)Nc1ccc2c(c1)N(S(=O)(=O)c1cccs1)CCC2,26%,16,4%,2%,-12%,-17%,-5%,.,-14%,.,?
CN(C(=O)COC(=O)C1CCN(S(=O)(=O)c2c(Cl)cccc2Cl)CC1)C1CCCCC1,2%,5,-1%,-5%,6%,-39%,-1%,.,-1%,.,0%
CC(CCc1ccco1)NC(=O)Cn1ncc2c(=O)oc3ccccc3c21 (stereo not given),-6%,0,4%,-1%,9%,-5%,-8%,-28%,-1%,-2%,1%
Cc1ccc(CO/N=C\Cc2snc(Sc3ncc(C(F)(F)F)cc3Cl)c2C#N)cc1,9%,10,-1%,0%,-2%,-19%,7%,?,0%,2%,8%
COc1ccc2c(-c3cccnc3)cc(=O)[nH]c2c1,-8%,12,12%,0%,0%,-27%,-2%,-13%,0%,-7%,?
Cc1cc(C(=O)CSc2nnnn2C)c(C)n1CCc1ccc(Cl)cc1,-1%,1,4%,-7%,-2%,-20%,3%,?,1%,0%,?
CCOC(=O)Cc1nc(-c2ccc(Cl)cc2)n[nH]1,?,-2,15%,0%,-2%,87%,12%,7%,-18%,-7%,?
CCCn1c(SC(C)C(=O)NC2CC2)nnc1-c1ccncc1 (stereo not given),0%,-1,0%,-6%,-10%,-20%,8%,.,-1%,.,24%
COc1ccc2c(c1OC)C(=O)OC2Nc1nc(-c2cc3cc(Br)ccc3oc2=O)cs1 (stereo not given),1.4µM*,?,?,2µM*,-3%,11%,15%,22%,21µM*,3%,?
CCCCNC(=O)c1cc2nc(-c3ccccc3)cc(C(F)(F)F)n2n1,-8%,7,-1%,-10%,-5%,-3%,.,18%,4%,-15%,18%
COc1cccc(NC(=O)N2CCN(S(C)(=O)=O)CC2)c1,0%,5,-4%,-4%,?,-4%,12%,3%,-2%,-7%[10 µM],-5%
O=C(CN1C(=O)NC2(CCCc3ccccc32)C1=O)N1CCc2ccccc2C1 (stereo not given),-3%,1,2%,1%,-6%,4%,-5%,6%,2%,-5%,1%
COc1cc(OC)c(C(=O)OCC(=O)Nc2ccccc2Cl)cc1OC,-5%,1,13%,4%,-4%,-24%,-12%,-14%,-2%,-19%,?
COc1ccc(C(NC(=O)c2ccco2)c2ccc(OC)c(OC)c2)cc1OC,-10%,5,7%,-5%,1%,14%,-11%,21%,1%,0%,1%
CC1=NN(C(=O)c2nn(C)cc2Br)C(O)(C(F)(F)F)C1 (stereo not given),0%,1,-2%,-3%,1%,4%,22%,4µM*,2%,11µM*,-10%
Cc1ccsc1C(=O)Nc1ccc(C(=O)O)cc1,19%,3,3%,5%,-1%,-7%,1%,?,-20%,?,19%
O=C(c1cccc(S(=O)(=O)N2CCCCCC2)c1)N1CCN(c2ccccc2)CC1,-10%,6,-8%,-1%,0%,-17%,-3%,20%,3%,0%,?
O=C(COc1ccc(Br)cc1)NCCCN1CCCC1=O,2%,1,2%,-3%,-7%,1%,3%,.,0%,.,26%
CCOC(=O)N1CCC(=NNc2ccc(S(=O)(=O)N3CCOCC3)cc2[N+](=O)[O-])CC1,-4%,1,0%,0%,-1%,-10%,1%,22%,-2%,3%,-6%
Cc1oc(C(C)(C)C)cc1C(=O)Nc1cccc(/C=C/C(=O)O)c1,-19%,-3,10%,-3%,3%,1%,-2%,45%,12µM*,-9%,7%
CNc1nc(-c2ccc3c(c2)CCN3S(=O)(=O)c2ccccc2)c(C)s1,-22%,4,-7%,-13%,0%,-5%,8%,0%,0%,-12%,?
CC(NC(=O)c1cn(C)c2ccc(S(=O)(=O)N3CCCC3)cc2c1=O)c1ccc2c(c1)OCCO2 (stereo not given),-2%,28,-1%,-4%,-2%,-3%,3%,-4%,-1%,-7%,-17%
CC(=O)c1ccc(NC(=O)CSc2ccsc2[N+](=O)[O-])cc1,17%,0,6%,12%,-4%,2%,-2%,11%,2%,-6%,?
COc1ccc(C(=O)Nc2cccc(-c3ccc4nncn4n3)c2)cc1,-4%,3,-6%,-3%,2%,0%,-4%,16%,17µM*,8%,11%
O=C(c1ccc[nH]1)N1O[C@@H]2C=C[C@H]1C2,.,.,7%,.,3%,-11%,0%,.,.,.,10%
Cc1ccc(-c2nnn(CC(=O)N(c3cccc(F)c3)C(C(=O)NC3CCCC3)c3ccncc3)n2)o1 (stereo not given),-1%,-1,1%,-4%,1%,-14%,-5%,-30%,-1%,3%,8%
CC(OC(=O)CCCc1nc2ccccc2s1)C(=O)NC(N)=O (stereo not given),-3%,1,0%,1%,4%,0%,2%,-34%,3%,?,5%
CCCN1CCN(C(=O)Nc2cccc(C(F)(F)F)c2)CC1,-3%,26,7%,7%,3%,-15%,-5%,-4%,0%,1%,29%
O=S(=O)(NCC(O)c1ccccc1)c1ccc(-c2ccccn2)s1 (stereo not given),-2%,4,-2%,-4%,4%,-4%,-1%,49%,-3%,-6%,?
Cc1onc(-c2c(Cl)cccc2Cl)c1C(=O)NC(=S)N1CCOCC1,1%,-3,-3%,-1%,-14%,-20%,-1%,0.16µM*,1%,0.71µM*,-17%
CC(C(=O)Nc1ccc(S(=O)(=O)N2CCCC2)cc1)N(C)CC(=O)Nc1cccc(F)c1 (stereo not given),.,.,-2%,.,12%,-6%,-1%,.,.,.,-11%
O=[N+]([O-])c1c(NCCCO)cc(Sc2nc3ccccc3s2)c2nonc12,-2%,.,-1%,-17%,?,-50%,-10%,16%,?,1%,-1%
O=C(Nc1nnc(COc2ccccc2)s1)C1CCN(S(=O)(=O)c2ccc(Cl)cc2)CC1,-8%,0,8%,-3%,3%,-13%,-3%,-13%,3%,?,?
COc1ccc(-c2cc(=O)oc3cc(OCC(=O)c4cccc([N+](=O)[O-])c4)ccc23)cc1,2%,1,?,-2%,0%,.,49%,-2%,3%,-17%,-4%
CC(C)(C)c1ccc(OC2=CS(=O)(=O)c3ccccc32)cc1,?,?,?,?,6%,13µM*,?,?,15µM*,?,?
O=C(OCn1ncc(Br)c(Br)c1=O)c1ccccc1Cl,-47%[inhibitor],2,-38%[inhibitor],-37%[inhibitor],1%,-89%,-22%,6.3µM*,-15%,5.6µM*,?
S=c1[nH]cc(-c2ccc(Cl)cc2)n1-c1ccccc1,-4%,11,9%,-4%,-21%,0%,0%,6%,0%,-11%,-3%
Cc1cccnc1NC(=S)NC(=O)/C=C/c1ccco1,?,4,?,3%,1%,78%,?,2.8µM*,?,7.9µM*,?
O=C(NCCCc1nc2ccccc2[nH]1)c1ccc(F)cc1,0%,9,-1%,-3%,-2%,1%,0%,-14%,0%,3%,26%
O=C(CN1CCN(c2ccccc2)CC1)Nc1nccs1,-2%,0,1%,-1%,-7%,18%,-1%,-25%,-1%,3%,3%
COc1ccc2nc3sc(C(=O)NCCCN4CCc5ccccc5C4)cc3cc2c1,10%,2,3%,0%,4%,-76%,28%,11%[10 µM],19µM*,-3%,3%
CCCCOc1ccc(C(=O)NCc2ccco2)cc1,5%,22,10%,14%,-2%,50%,4%,?,?,-15%,?
Cn1c(SCC(=O)NCC2CCCO2)ncc(C(=O)Nc2ccc(Cl)cc2)c1=O (stereo not given),?,0,1%,6%,20%,22%,?,.,?,.,?
CC1=N/C(=C/c2cccnc2)C(=O)O1,-4%,2,-3%,-9%,-2%,0%,-1%,-11%,2%,-1%,12%
COc1ccc(C(C(=O)NC2CCCCC2)N(C(=O)c2ccco2)c2ccccc2OC)cc1 (stereo not given),-1%,3,-7%,2%,0%,-28%,11%,20%,-1%,-6%,?
COC(=O)C1=C(N)OC2=C(C(=O)CCC2)C1c1cccnc1 (stereo not given),1%,0,2%,-5%,1%,-37%,-1%,0%,-2%,1%,9%
COc1ccccc1N(CC(=O)Nc1ccc(F)c(F)c1)S(C)(=O)=O,0%,5,-4%,0%,-11%,-4%,-6%,0%,-1%,3%,0%

# Two records drawn at random from those above, as already listed:
SMILES,Rab9 promoter act,TRPV1 ag,ELG1 genotoxic,NPC1 promoter act,Tb PFK inh,BRCA1 expr act,p53 reactivation,RORg inh,FLuc counter,Gal4-VP16 FLuc,ELG1 DNA repair
O=C(Nc1nnc(COc2ccccc2)s1)C1CCN(S(=O)(=O)c2ccc(Cl)cc2)CC1,-8%,0,8%,-3%,3%,-13%,-3%,-13%,3%,?,?
CC(C)(C)c1ccc(OC2=CS(=O)(=O)c3ccccc32)cc1,?,?,?,?,6%,13µM*,?,?,15µM*,?,?
